Assay outcomes: PubChem BioAssay, National Center for Advancing Translational Sciences (NCATS)
TR SRC2 fluor cs = counter-screen for TRb-SRC2 inhibitors: fluorescence interference; TRb/SRC2 Texas Red total fluorescence interference; Potency, µM (highest dose often 106 µM), for inactives: at the top dose fluorescence change, negative = quenching; 0.29% of 280,000 active; AID 1479; active = well fitted curve in either direction with a large enough effect; inconclusive = small, poorly fitted or top-dose-only effect
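Flags fluorescent or light-absorbing compounds by total fluorescence, S + 2P, at 555 nm excitation and 632 nm emission. Mixture: 20 nM Texas Red SRC2 peptide, 0.6 uM human TRb LBD, 1 uM T3, 5% DMSO; compound exposure 5 h at ambient temperature.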
GAA inhib = inhibitors of human lysosomal alpha-glucosidase; P10253; purified human GAA, 4-MU-alpha-glucoside fluorescence; Potency, µM (titrated, usually from 76.9 µM), for the others: at the highest dose activity change, negative = inhibition, actives largely listed as inhibitors; 0.005% of 200,000 active; AID 1466;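 note: plate controls were uninhibited enzyme wells for no effect and no-enzyme background for full effect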
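Compounds are titrated up to 77 uM against 4 nM human enzyme. Substrate 4-methylumbelliferyl-alpha-D-pyranoside (400 uM) reacts 20 min at room temperature in pH 5.0 buffer; liberated 4-methylumbelliferone is read at 440 nm.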
TRb-SRC2 inh = TRbeta-SRC2 interaction inhibition. TRbeta-SRC2 peptide binding, fluorescence polarization; receptor liganded with 1 µM T3. Potency, µM (doses to about 106 µM), inactives show at the highest dose activity change, negative = inhibition, hits mostly inhibitors. 0.065% of 280,000 active. AID 1469;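 note: plate controls were bound peptide for no effect and peptide without receptor for full effect; nearly all actives have a fitted effect of over 50% in size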
Target sequence (P10828 whole entry, looked up): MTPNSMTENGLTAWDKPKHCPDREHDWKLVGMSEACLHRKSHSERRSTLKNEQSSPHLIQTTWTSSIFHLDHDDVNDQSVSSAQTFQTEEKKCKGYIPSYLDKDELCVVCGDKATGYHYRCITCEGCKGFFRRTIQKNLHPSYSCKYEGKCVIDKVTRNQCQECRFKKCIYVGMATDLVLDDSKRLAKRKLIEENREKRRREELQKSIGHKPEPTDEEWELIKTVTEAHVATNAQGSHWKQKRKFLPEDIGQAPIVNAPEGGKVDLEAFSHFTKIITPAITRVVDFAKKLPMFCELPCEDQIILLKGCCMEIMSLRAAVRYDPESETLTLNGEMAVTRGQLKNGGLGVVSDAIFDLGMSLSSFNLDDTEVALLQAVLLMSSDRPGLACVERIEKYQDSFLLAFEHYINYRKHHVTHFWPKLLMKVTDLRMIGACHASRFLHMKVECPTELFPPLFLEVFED
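Compounds were added to 0.6 uM TRb ligand-binding domain and 20 nM Texas Red-labeled SRC2 peptide in Tris buffer containing 1 uM T3, incubated 5 hr at ambient temperature, then read by fluorescence polarization.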
GAA spleen mod = inhibits or activates alpha-glucosidase in human spleen homogenate | P10253 | human spleen homogenate, 4-MU-alpha-glucoside fluorescence | Potency, µM (titrated, usually from 79.9 µM), without a hit: at the top dose activity change, negative = inhibition, hits mostly inhibitors | 0.006% of 240,000 active;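 note: 0% = enzyme with vehicle and -100% = no enzyme basal signal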
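Compounds were titrated against alpha-glucosidase in spleen homogenate at pH 5.0, with 1 mM 4-methylumbelliferyl substrate for 40 min at 37 C. Reactions were quenched with pH 10 NaOH/glycine and fluorescence measured.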
GoLoco inh red = inhibitors of human Gai1-RGS12 GoLoco interaction (red fluorophore); P63096; Gai1:RGS12 GoLoco peptide FP, rhodamine, 10 min; Potency, µM (highest dose often 61.6 µM), inactives show at the highest dose activity, negative = inhibition, most hits filed as inhibitors; 0.44% of 230,000 active; active = well fitted inhibition curve with a large enough effect, not every such curve was filed as active; inactive = no such curve, though single readings can be large or run the other way; note: nearly all actives have a fitted effect of over 30% in size; many of its hits are not listed in these tables
Target sequence (P63096 whole entry, looked up): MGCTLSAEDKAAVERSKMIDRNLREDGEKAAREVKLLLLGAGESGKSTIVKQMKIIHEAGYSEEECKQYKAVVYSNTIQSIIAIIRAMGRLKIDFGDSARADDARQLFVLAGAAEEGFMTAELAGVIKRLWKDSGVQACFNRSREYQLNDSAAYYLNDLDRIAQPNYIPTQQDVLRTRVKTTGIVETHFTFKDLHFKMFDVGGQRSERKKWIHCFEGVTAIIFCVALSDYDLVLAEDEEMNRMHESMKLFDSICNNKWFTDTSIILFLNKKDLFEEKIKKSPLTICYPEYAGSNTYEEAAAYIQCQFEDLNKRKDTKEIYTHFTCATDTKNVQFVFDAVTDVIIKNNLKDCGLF
L3MBTL1 inh = blocks human L3MBTL1. Q9Y468. AlphaScreen L3MBTL1–H3K9me1 peptide binding. Potency, µM (series often up to 57.1 µM), for the others: top-dose activity, negative = inhibition, usual class: inhibitors. 0.66% of 230,000 active. AID 485360; note: nearly all actives have a fitted effect of over 60% in size
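L3MBTL1 (50 nM) pre-complexed 30 min with biotinylated H3(1-15)K9me1 peptide (75 nM), then compounds added for 30 min at room temperature; AlphaScreen streptavidin donor/nickel chelate acceptor beads (10 ug/mL final) read after 30 min dark incubation.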
GAA glycogen = inhibitors or activators of human alpha-glucosidase glycogen cleavage. Potency, µM (series often up to 76.4 µM), inactives show at the highest dose activity change, negative = inhibition, most hits filed as inhibitors. AID 2100. 0.38% of 300,000 active. recombinant GAA, glycogen substrate, Amplex Red glucose oxidase fluorescence;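 note: 0% = full enzyme reaction and -100% = no-enzyme basal signal; the screen sought inhibitors and activators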
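Recombinant human alpha-glucosidase (4 nM final) hydrolysed bovine liver glycogen (30 ug) for 40 min at 37 C in pH 5.0 citrate/phosphate with 0.01% Tween-20. Released glucose detected by glucose oxidase/Amplex Red, Ex 573/Em 610 nm. Compounds up to 77 uM; AC50 from Hill fits.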
RECQ1 helicase = inhibitors of human RECQ1 DNA helicase | RECQ1 DNA unwinding, red fluorescence kinetic read | Potency, µM (series often up to 57.3 µM), inactives show at the top dose activity, negative = inhibition, actives largely listed as inhibitors | 0.54% of 240,000 active | AID 2549;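 note: plate controls were vehicle for no effect and no enzyme for full effect; nearly all actives have a fitted effect of over 30% in size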
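RECQ1T1 50 nM; forked duplex (20 bp + 30-nt ss tails) 200 nM, ATP 2 mM final; pH 8.0, 2 mM MgCl2, 2.5 ug/ml poly(dI-dC); 15 min compound preincubation; discontinuous kinetic read over 2 h at RT.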
The depositor's hits bear a star; i = inactive; ? = inconclusive; . = not tested or not shown; [ ] = another dose, or the depositor's remark. Unless noted, calls come from the whole dose curve; as a rule, active = well fitted curve in the direction sought with a large enough effect; inconclusive = small, poorly fitted or top-dose-only effect, or another doubt; inactive = no such curve, though single readings can be large; an effect the other way counts as inactive or inconclusive. Unless noted, % is set by controls: 0 for no effect and ±100 for the full control effect; potency is the fitted concentration of half-maximal effect. A portion of the library; rates above refer to the full screens.

#	SMILES	GAA glycogen	GoLoco inh red	GAA inhib	TR SRC2 fluor cs
1	O=C(NCCCOc1cccc(CN2CCCCC2)c1)c1ccc(Cl)c(Cl)c1	-4%	-2%	-5%	1%
2	CS(=O)(=O)NCc1nnc(SCc2ccccc2C(F)(F)F)o1	7%	1%	5%	-3%
3	Cc1csc2ncc(C(=O)Nc3ccccc3F)c(=O)n12	0%	1%	7%	-3%
4	O=C(NCCCN1CCCCCC1)C1CCCN(S(=O)(=O)c2cccc3nsnc23)C1 (stereo not drawn)	9%	4%	-6%	-2%
5	N#CCC(=O)NNC(=S)NC(=O)C(c1ccccc1)c1ccccc1	-8%	18%	10%	-6%
6	COCCOC(=O)C1=C(C)NC(=O)NC1c1ccco1 (stereo not drawn)	8%	2%	.	-1%
7	CCOC(=O)c1cc[nH]c1C	8%	5%	1%	-1%
8	COc1ccc(CCN2CC(C(=O)O)CC2=O)cc1OC (stereo not drawn)	2%	7%	-7%	2%
9	COc1ccc(NC(=O)Nc2nnc(-c3ccccc3SCc3ccccc3)s2)cc1	-13%	4%	-12%	0%
10	CCS(=O)(=O)Nc1ccc(Cc2ccncc2)cc1	0%	-3%	-6%	2%
11	CCc1ccc2oc(-c3cc(N)ccc3O)nc2c1	?	19%	-5%	-5%
12	Cc1cccc(N(CC(=O)NC(C)(C)C)C(=O)CS(=O)CC(=O)Nc2ccc3c(c2)OCO3)c1 (stereo not drawn)	-16%	10%	?	-1%

#	TRb-SRC2 inh	L3MBTL1 inh	GAA spleen mod	RECQ1 helicase
1	4%	-6%	-2%	-4%
2	-12%	4%	2%	i
3	-5%	4%	1%	i
4	0%	.	-15%	-15%
5	4%	1%	-15%	-14%
6	7%	-30%	4%	i
7	-6%	.	1%	-7%
8	-7%	.	1%	-14%
9	-3%	.	0%	-9%
10	10%	?	-4%	9%
11	-4%	-5%	-2%	-14%
12	-6%	-11%	-10%	-10%

Next section, overlapping the part above by 7 compounds.
#	SMILES	GAA glycogen	GoLoco inh red	GAA inhib	TR SRC2 fluor cs
6	COCCOC(=O)C1=C(C)NC(=O)NC1c1ccco1 (stereo not drawn)	8%	2%	.	-1%
7	CCOC(=O)c1cc[nH]c1C	8%	5%	1%	-1%
8	COc1ccc(CCN2CC(C(=O)O)CC2=O)cc1OC (stereo not drawn)	2%	7%	-7%	2%
9	COc1ccc(NC(=O)Nc2nnc(-c3ccccc3SCc3ccccc3)s2)cc1	-13%	4%	-12%	0%
10	CCS(=O)(=O)Nc1ccc(Cc2ccncc2)cc1	0%	-3%	-6%	2%
11	CCc1ccc2oc(-c3cc(N)ccc3O)nc2c1	?	19%	-5%	-5%
12	Cc1cccc(N(CC(=O)NC(C)(C)C)C(=O)CS(=O)CC(=O)Nc2ccc3c(c2)OCO3)c1 (stereo not drawn)	-16%	10%	?	-1%
13	CCOC(=O)c1ccc(N2C(=O)CC(NNC(=O)c3ccc(Br)s3)C2=O)cc1 (stereo not drawn)	?	4%	.	-2%
14	O=S1(=O)CC(O)C(Nc2ccccc2)C1 (stereo not drawn)	-2%	2%	4%	-1%
15	Cc1cccc(C)c1Nc1oc(-c2ccccc2)nc1-c1ccccc1F	.	-9%	.	-1%
16	O=C(COc1ccccc1/C=C\c1[nH]c(=O)[nH]c(=O)c1[N+](=O)[O-])Nc1ccccc1	5%	5%	-8%	-6%
17	Cc1[nH]c(=O)[nH]c(=O)c1/C=N/NC(=O)CCNC(=O)OC(C)(C)C	0%	4%	.	1%
18	COC(=O)c1cc(NS(=O)(=O)c2ccc(C(C)C)cc2)ccc1N1CCOCC1	-3%	-3%	.	-3%
19	O=C(COC(=O)c1ccc(NS(=O)(=O)c2ccc3c(c2)OCCO3)cc1)NCC1CCCO1 (stereo not drawn)	4%	10%	2%	1%
20	CCn1nnnc1-c1ccc(OC)c(S(=O)(=O)Nc2ccc(C(=O)OC)cc2)c1	3%	6%	-2%	-7%
21	CC1CCCC(C)N1/N=C/c1ccc(C(=O)O)cc1 (stereo not drawn)	11%	-4%	.	-3%
22	CCCS(=O)(=O)NCCc1csc(-c2ccc(OC)c(OC)c2)n1	4%	4%	.	1%
23	Cc1cc(C)cc(NC(=O)NC2CCN(CC(=O)Nc3cccc(Cl)c3C)CC2)c1	5%	0%	.	-3%
24	CCN1CCN(Cc2c(O)ccc3c2O/C(=C\C=C\c2ccccc2)C3=O)CC1	-5%	27%	-6%	2%

#	TRb-SRC2 inh	L3MBTL1 inh	GAA spleen mod	RECQ1 helicase
6	7%	-30%	4%	i
7	-6%	.	1%	-7%
8	-7%	.	1%	-14%
9	-3%	.	0%	-9%
10	10%	?	-4%	9%
11	-4%	-5%	-2%	-14%
12	-6%	-11%	-10%	-10%
13	7%	1%	-2%	i
14	-4%	.	4%	i
15	6%	.	2%	-2%
16	-3%	.	1%	-10%
17	4%	.	5%	-6%
18	-10%	.	-10%	-1%
19	1%	-4%[11.4 µM]	-7%	i
20	2%	.	-29%	i
21	-2%	-1%	-1%	-11%
22	0%	1%	9%	i
23	-3%	.	0%	i
24	-10%	-21%	-2%	7%

Numbers 18 through 19 from above:
#	SMILES	GAA glycogen	GoLoco inh red	GAA inhib	TR SRC2 fluor cs
18	COC(=O)c1cc(NS(=O)(=O)c2ccc(C(C)C)cc2)ccc1N1CCOCC1	-3%	-3%	.	-3%
19	O=C(COC(=O)c1ccc(NS(=O)(=O)c2ccc3c(c2)OCCO3)cc1)NCC1CCCO1 (stereo not drawn)	4%	10%	2%	1%

#	TRb-SRC2 inh	L3MBTL1 inh	GAA spleen mod	RECQ1 helicase
18	-10%	.	-10%	-1%
19	1%	-4%[11.4 µM]	-7%	i

New compounds follow.
#	SMILES	GAA glycogen	GoLoco inh red	GAA inhib	TR SRC2 fluor cs
25	O=C1CC(C(=O)O)S/C(=N\N=C\c2ccc(Br)cc2)N1 (stereo not drawn)	-9%	8%	-9%	-2%
26	CSCC[C@H](NC(=O)OC(C)(C)C)C(=O)N/N=C/c1c(C)[nH]c(=O)[nH]c1=O	-3%	3%	-10%	-4%
27	O=C(COC(=O)c1cccs1)NCc1ccccc1	9%	2%	-2%	2%
28	COc1ccc(Cl)cc1NC(=O)CN(C1CCCCC1)S(C)(=O)=O	2%	5%	-18%	-2%
29	Cc1ccc(NC(=O)CN(C)S(=O)(=O)c2cccs2)cc1C	-15%	1%	-6%	0%
30	Cc1cc(C(C)(C)C)oc1C(=O)O	12%	12%	11%	-1%
31	Cc1ccc2c(c1)C(=O)CC1(CCC(C(C)(C)C)CC1)O2 (stereo not drawn)	4%	5%	.	0%
32	O=P(Cc1ccccc1O)(c1ccccc1)c1ccccc1	0%	.	0%	2%
33	COc1cc(NS(=O)(=O)c2ccc(NC(=S)NC(=O)/C=C/c3ccc(OC)c(OC)c3)cc2)ncn1	?	15%	-27%	-2%
34	N#Cc1nc(COc2ccccc2F)oc1NCCc1ccccc1	-4%	0%	-3%	2%
35	Cc1nc(CN2CCN(C(=O)NC3(c4ccccc4)CC3)CC2)cs1	4%	6%	1%	0%
36	CC(=O)c1cccc(NC(=O)c2cnn3ccccc23)c1	7%	10%	-4%	-7%

#	TRb-SRC2 inh	L3MBTL1 inh	GAA spleen mod	RECQ1 helicase
25	-4%	2%	3%	i
26	-1%	27%	-6%	-6%
27	-19%	1%	-5%	-16%
28	8%	.	-3%	-1%
29	8%	.	-6%	-11%
30	-1%	3%	-2%	18%
31	-3%	.	-1%	i
32	3%	6%	-1%	-4%
33	-3%	4%	1%	-12%
34	6%	-24%	4%	-13%
35	-3%	.	-3%	-6%
36	-7%	.	-4%	-11%

More compounds.
#	SMILES	GAA glycogen	GoLoco inh red	GAA inhib	TR SRC2 fluor cs
37	O=C(CNC(=O)c1ccco1)Nc1ccc(F)cc1	8%	2%	-21%	1%
38	COCCNC(=O)C(c1ccc(OC)cc1)N(C(=O)Cn1nnc2ccccc21)c1cccnc1 (stereo not drawn)	3%	8%	-10%	-10%
39	Cc1ccc(/C=N/N2CCN(c3ccccn3)CC2)o1	-29%	4%	.	-6%
40	COc1ccc(NS(=O)(=O)c2cc(NC(=O)Cc3cccs3)ccc2C)cc1	-10%	77%[activator]	-7%	8%
41	CCOC(=O)C12CC1/C(=N\O)c1ccccc1O2 (stereo not drawn)	.	-7%	.	-4%
42	Fc1ccc(CN2CCCCCCC2)cc1F	30%	-41%	-4%	-2%
43	O=C(N/N=C/c1cc([N+](=O)[O-])ccc1O)NC12CC3CC(CC(C3)C1)C2	-5%	-9%	2%	-1%
44	N#Cc1c(N)nc2c(c1-c1ccc(Br)s1)CCCC2	0%	12%	4%	-4%
45	COC(=O)CCCC1=CC2=C(c3ccccc3)C(=O)C(C)(OC(=O)C3CCCC3)C(=O)C2=CN1C1CC1 (stereo not drawn)	0%	0%[14.2 µM]	.	-19%[11.2 µM]
46	COc1cc(OC)c2c(=O)cc(-c3ccccc3)oc2c1	10%	11%	.	-1%
47	COc1ccc(NC(=O)CN2CCCN(S(=O)(=O)c3ccc(F)cc3)CC2)c(OC)c1	0%	5%	-9%	-8%

#	TRb-SRC2 inh	L3MBTL1 inh	GAA spleen mod	RECQ1 helicase
37	-10%	7%	-2%	15%
38	-5%	42%[activator]	6%	18%
39	5%	-14%	-8%	-3%
40	23%	-10%	-9%	15%
41	2%	.	-1%	i
42	-5%	.	1%	7%
43	4%	-4%	-14%	-1%
44	0%	4%	-11%	-5%
45	8%[11.2 µM]	.	1%[17.4 µM]	25%
46	-7%	-2%	1%	-8%
47	-1%	.	3%	-7%
